From PubChem BioAssay
SSB-PriA inh = inhibitors of Klebsiella pneumoniae PriA binding to SSB C-terminal tail, primary screen, biochemical, AlphaScreen; PriA–SSB C-terminal tail interaction (Klebsiella pneumoniae); AlphaScreen SSBct-PriA binding, biotinylated peptide; inhibition, % at 33 µM; actives 0.6% (n = 430,000); AID 1272365, 2023; in the data active = inhibition mostly above about 37%, no sharp cut-off; inactive = mostly below about 20%;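 also: plate controls were negative control peptide for no effect and reference peptide for full effect; strong numbers were not always called active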
* = called active by the depositor; & = joins results of further samples. A portion of the library, so the mix of outcomes need not match the whole.

Structure,SSB-PriA inh
COCc1c(C(=O)NN=Cc2c[nH]c3ccccc23)nnn1-c1nonc1N,-2
COCCN(Cc1ccsc1)C(=O)Cc1cccc(OC)c1,-10
CC(=NNC(=O)c1cc(-c2ccc(Br)s2)[nH]n1)c1ccncc1,-2
COc1cc(NCCNC(=O)Nc2ccccc2F)nc(OC)n1,-19
CCOC(=O)[C@@H]1CCc2sc(NC(=O)Cc3csc(NC(=O)Cc4ccccc4)n3)nc21,-2
CCN(C(=O)C(=O)c1c(-c2ccccc2)cc2ccccn12)c1ccccc1,-4
O=C1CSC(=S)N1N1C(=O)c2ccccc2C1=O,-6
COc1ccc(-c2oc(N=Cc3ccc(Cl)c([N+](=O)[O-])c3)c(C#N)c2-c2ccc(OC)cc2)cc1,9
CC(=O)Nc1ccc(S(=O)(=O)Oc2ccc(C=NNC(=O)c3ccc(Cl)cc3)cc2)cc1,-6
NC(=O)c1cc(-c2ccccc2)sc1NC(=O)c1ccc(S(=O)(=O)N2CCc3ccccc3C2)cc1,-8
Cc1ccccc1-c1cc2c(=O)n(Cc3nc(-c4cccc(C(F)(F)F)c4)no3)ccn2n1,-28
COC(=O)C(N=Nc1c(C)n(C)n(-c2ccccc2)c1=O)=C(C)O,-15
COc1ccc(C)cc1NC(=O)CSc1nccn2nc(-c3cccc4ccccc34)cc12,0
CC(C)n1cnc(S(=O)(=O)N2CCC(Oc3ccc(N(C)C)nn3)C2)c1 (stereo not given),-6
O=C(Cn1nc(-c2ccccc2)c2sc(N3CCOCC3)nc2c1=O)c1ccc2c(c1)OCO2,1
COc1ccc(Cl)cc1NC(=O)NCCCn1nc(-c2ccc(F)cc2)ccc1=O,-3
O=C(NCCC(O)c1cccc2ccccc12)c1ccco1 (stereo not given),7
CC(C)N(C(=O)CSc1nc2sc3c(c2c(=O)n1NC(=O)c1ccc(Br)cc1)CCCC3)c1ccccc1,-3
CC(=NNC(=O)CC(C)C)c1ccc(Cl)c(Cl)c1,-4
O=C(c1ccccc1)N1CCCc2ccc(NS(=O)(=O)c3cccc(F)c3)cc21,10
CCSc1nnc(-c2ccc([N+](=O)[O-])cc2)n1CC(Br)CBr (stereo not given),12
COc1ccc(NC(C)=O)cc1NC(=O)Cc1cc(=O)[nH]c(SCc2ccccc2)n1,-14
Nc1ncnc(Cl)c1[N+](=O)[O-],-3
COc1cccc(OC)c1C(=O)NC(=S)N1C[C@H]2C[C@@H](C1)c1cccc(=O)n1C2,-3
CCOc1ccc(NC(=O)Cn2nc3ccc(SCc4ccc(Cl)cc4)nn3c2=O)cc1,-4
COCCNC(=O)NC1CCN(c2ccc(C(F)(F)F)cn2)C1 (stereo not given),-13
NC(Cc1ccc([N+](=O)[O-])cc1)=NOC(=O)CC1CCCCC1,-4
CCc1nnc(NC(=O)CSc2nc(=O)n(N3CCN(C)CC3)c3c2CCCC3)s1,-19&-1
CCN(CC)CCN(C(=O)Cc1ccc2c(c1)OCO2)c1nc2ccc(Br)cc2s1,-21&-12
NC(=O)c1ccccc1NC(=O)Cc1csc(NS(=O)(=O)c2ccc(Cl)cc2)n1,6
COc1cccc(C=NNC(=S)NCc2ccco2)c1OC,8
O=C(NOCCc1ccccc1)Nc1ccc([N+](=O)[O-])cc1,-4
CC(C)(C)c1nn2cnnc2n(/N=C\c2ccccc2[N+](=O)[O-])c1=O,7
Cc1cc(NC(=O)CC2CCCCC2)n(-c2nc3c(cnn3-c3ccc(C)c(C)c3)c(=O)[nH]2)n1,2
O=C(Cc1ccc2ccccc2c1)Nc1nc(-c2ccc3c(c2)OCO3)cs1,-6
CC(=NNC(=O)c1ccc2c(c1)OCO2)c1ccc(NC(=O)CCCC(=O)O)cc1,-4
Cc1cc(C)c2sc(N(Cc3ccccn3)C(=O)c3ccnn3C)nc2c1,1
O=C(c1ccc(C(F)(F)F)nc1)N1CCC(n2c(=O)[nH]c3ccccc3c2=O)CC1,5
O=S(=O)(CCOc1ccccc1)Nc1ccc2c(c1)Cc1ccccc1-2,10
CS(=O)(=O)c1ccc(CC(=O)Nc2ccccc2Oc2ccccc2)cc1,10

Reprinted at random: 2 records from the list.
Structure,SSB-PriA inh
O=C(NOCCc1ccccc1)Nc1ccc([N+](=O)[O-])cc1,-4
COc1cccc(C=NNC(=S)NCc2ccco2)c1OC,8

Further entries follow.
Structure,SSB-PriA inh
COC(=O)N1CCc2ccc(NS(=O)(=O)c3cccc4cccnc34)cc2C1,-10
COc1ccc(-c2nnc(NC(=O)c3cc(Cl)sc3Cl)o2)c(OC)c1,-5
Brc1ccc2nc(-n3ccnc3)nc(-c3ccccc3)c2c1,-14
COc1ccc(NC(=O)Cn2ncn3nc(-c4ccc(C)cc4)cc3c2=O)cc1,-7
COc1ccc(Cl)cc1C(=O)NCC(O)c1ccc2c(c1)CCO2 (stereo not given),0
O=c1ccc(-c2ccncc2)nn1CCCNS(=O)(=O)c1cccc(Cl)c1Cl,-6
CC1CCN(c2cc(-n3cnc(C(=O)Nc4ccc5c(c4)OCCO5)c3)ncn2)CC1,9
CC(C)c1ccc(CC(=O)N(Cc2cccnc2)c2nc3ccc(F)cc3s2)cc1,-5
O=C(NC[C@@H](c1ccco1)N1CCc2ccccc2C1)c1cc(C2CC2)on1,-1
COc1ccc(S(=O)(=O)N(CC(=O)NN=Cc2ccc(C(=O)O)cc2)Cc2ccccc2)cc1OC,2
CCOC(=O)N1CCc2c(sc(NC(=O)c3ccc(-c4ccccc4)cc3)c2C(N)=O)C1,-1
COc1ccc(C=NOCC(=O)NCC(C)C)c(OC)c1,-11
COc1nn(C)cc1C(=O)N1CCN(c2cc(C(F)(F)F)nc(C)n2)CC1,-2
COC(=O)c1ccc(C(=O)NCc2ccc(C(=O)c3cccs3)s2)cc1,-14
O=C(CSc1nc(C(F)(F)F)cc(=O)[nH]1)NCc1ccccc1,-7&-1
Cc1ccc(CC2SC(=NN=Cc3ccco3)NC2=O)cc1 (stereo not given),-2
Fc1ccc(-c2ccc(SCc3ccccn3)nn2)cc1,15
Cn1cccc1-c1noc(CNC(=O)c2cccc(C(F)(F)F)c2)n1,12
CN(C)S(=O)(=O)N1CC(N2C(=O)CCC2=O)C1,-5
COCc1cc(=O)[nH]c(N=C(N)Nc2cccc(Cl)c2)n1,-8
COc1ccc(NC(=O)CN2CCC(C(=O)Nc3cccc(F)c3)CC2)c(OC)c1,-18&-8
CCc1nnsc1C(=O)Nc1ccc(S(=O)(=O)N(C)c2ccccc2)cc1,0
Cc1cc(C(=O)CSc2nnc3sc4ccccc4n23)c(C)n1C1CCCCC1,-14&0
CS(=O)(=O)c1ccccc1C(=O)Nc1nc2c(Cl)ccc(Cl)c2s1,0
Cc1ccccc1-c1ccc(N2CCN(C(=O)Nc3cccs3)CC2)nn1,12
Cc1c(C(=O)NCc2ccco2)nnn1-c1ccc2noc(-c3ccccc3)c2c1,-3
COc1ccc(C2CCCCN(S(=O)(=O)N3CCOCC3)C2)cc1 (stereo not given),-1
Cc1[nH]c2ccccc2c1C(=O)CSc1nnc(-c2ccccc2)o1,-1
CC(C)Cc1ccc(S(=O)(=O)Cc2ccc(-c3nc(-c4ccc5c(c4)OCO5)no3)o2)cc1,-2
COc1cc(C=NNC(=S)Nc2cccc(Cl)c2C)ccc1OCC(=O)N1CC(C)OC(C)C1 (stereo not given),10

2 entries from above, field by field:
compound: COc1cccc(OC)c1C(=O)NC(=S)N1C[C@H]2C[C@@H](C1)c1cccc(=O)n1C2
  SSB-PriA inh: -3
compound: CCOc1ccc(NC(=O)Cn2nc3ccc(SCc4ccc(Cl)cc4)nn3c2=O)cc1
  SSB-PriA inh: -4

The list goes on:
Structure,SSB-PriA inh
COc1ccc(S(=O)(=O)NCc2sc(-c3ccccc3C)nc2C)cc1F,-10
O=P(C(=NO)N1CCOCC1)(N1CCOCC1)N1CCOCC1,-10
NC(=S)NN=Cc1ccc(OC(=O)c2cccnc2)cc1,-9
COc1ccc(NC(=O)CC2Nc3cc(C)c(C)cc3NC2=O)c(OC)c1 (stereo not given),1
Cc1cc(N2CCC(NC(=O)CN3CCOC3=O)CC2)n[nH]1,-13
O=C(Nc1nc(-c2ccc(Cl)c(Cl)c2)cs1)c1ccc(Br)s1,-1
O=C(c1cccc(Nc2nn3c(=O)c4ccccc4nc3s2)c1)N1CCN(c2ncccn2)CC1,-8
[O-]/[N+](=C\c1ccc(F)cc1)c1ccc(Cl)cc1,1
Cc1nc2ccccc2c(=O)n1-c1cccc(NC(=O)c2cccc3ccccc23)c1,-5
O=c1c2sccc2nc(SCc2nc(-c3ccc(Cl)cc3)no2)n1Cc1ccccc1,-25
Nc1ccc2c(c1)N(C(=O)C1CCCC1)CC2,30
O=C(CNC(=O)c1cc(Cl)ccc1Cl)N/N=C\c1cccs1,-1
CCOc1ccc2ccccc2c1C(=O)NCC1CCN(Cc2ccsc2)CC1,-10
COc1ccc(S(=O)(=O)N2CCN(c3ccccc3Cl)CC2)c(C)c1C,-2&-1
CCS(=O)(=O)N1CCc2ccc(NC(=O)C3CC3)cc2C1,-3&0
Cc1cc(C)c2oc(C(=O)Nc3ncc(Cc4ccc(F)cc4)s3)cc(=O)c2c1,2
CC(=O)c1ccc(S(=O)(=O)NCC#CCOc2ccc3c(c2)OCO3)cc1,3
COC(=O)c1ccc(C2C(=C(O)c3ccc4c(c3)OCCO4)C(=O)C(=O)N2CCCN2CCOCC2)cc1 (stereo not given),3
CCOC(=O)c1ccccc1NC(=O)Cn1ccn2nc(-c3ccc(Cl)cc3)cc2c1=O,6
CCCN1CCC2(CC1)NC(=O)N(CC(=O)Nc1cc(C)on1)C2=O,0

Sorted by molecular weight (descending): part of the list above
Structure,SSB-PriA inh
COC(=O)c1ccc(C2C(=C(O)c3ccc4c(c3)OCCO4)C(=O)C(=O)N2CCCN2CCOCC2)cc1 (stereo not given),3
CCOC(=O)c1ccccc1NC(=O)Cn1ccn2nc(-c3ccc(Cl)cc3)cc2c1=O,6
CCS(=O)(=O)N1CCc2ccc(NC(=O)C3CC3)cc2C1,-3&0

Other structures.
Structure,SSB-PriA inh
O=C(c1ccccc1)c1cc(Br)ccc1NC(=O)c1sc2ccccc2c1Cl,-1
COc1cccc(C=NNc2cc(C)nc(-c3ccccc3O)n2)c1O,-4
COc1cc(C=NNC(=O)C(Cc2c[nH]c3ccccc23)NC(=O)OCC(C)C)cc([N+](=O)[O-])c1OCc1ccccc1 (stereo not given),4
Cc1cccc(N2CCN(C(=O)CCn3cnc4c([nH]c5ccccc54)c3=O)CC2)c1C,-15
Cn1nc(N2CCC(C(=O)N3CCN(S(=O)(=O)C4CC4)CC3)CC2)ccc1=O,-10
O=C(c1cccc(Oc2ccccn2)c1)N1CC(n2cc(COc3ccccc3)nn2)C1,7
O=C(c1cc(=O)[nH]c2ccccc12)N1CCC[C@H](Cc2nc(-c3ccccc3F)no2)C1,-6
CCOC(=O)c1ccc(NC(=O)Cc2ccc(Cl)s2)cc1,-19
CC(=O)OC(C)(C)C(=O)Nc1ccc(-c2csc(Nc3cccnc3)n2)cc1,-2
CC(C)(C)CC(=O)NCCn1ncc2c(=O)n(Cc3ccccc3)cnc21,-37
COc1ccc(N2CC(C(=O)N3CCC(Oc4ccc(C)nn4)C3)CC2=O)cc1 (stereo not given),-8
O=C(CSc1nc2ccc([N+](=O)[O-])cc2[nH]1)N1CCN(c2ccccn2)CC1,-1
O=C(NN=Cc1ccc2cccnc2c1)c1ccco1,-3
O=C(Nc1nnc(-c2ccno2)o1)C1CCCN1S(=O)(=O)c1ccc(Cl)s1 (stereo not given),-11
CSCCC(C)(O)CNS(=O)(=O)c1cc(C)c(C)cc1C (stereo not given),13
CCOC(=O)c1csc(NC(=O)c2ccc(S(=O)(=O)CC)cc2)n1,-8
O=C(COc1ccccc1)NCC1(c2cccs2)CCCC1,-20
COC(=O)c1cccc([N+](=O)[O-])c1C(=O)Nc1c(C)n(C)n(-c2ccccc2)c1=O,-2
OC(COCCOc1ccc(Cl)cc1)CN1CCCCC1 (stereo not given),-10
N#Cc1c(NC(=O)c2ccc3ccccc3c2)sc2c1CCCCC2,10
CC(=NNC(=S)Nc1ccc(C)cc1)c1cccc(N)c1,4
C=CCn1c(SCC(=O)N(C)C)nc2scc(-c3ccc(C)cc3)c2c1=O,-23
O=C(Nc1nc2ccc(Cl)cc2s1)c1coc(NC(=O)C2CCC2)n1,-2
CCOc1ccc(-c2csc3c(=O)[nH]c(N4CCN(c5ccccn5)CC4)nc23)cc1OCC,-2
O=C(NCCn1nc(-c2ccncc2)cc1C1CC1)Nc1cccs1,11
N#Cc1c(-c2ccco2)cc(-c2ccccc2)nc1SCC(=O)Nc1ccc(Br)cc1,-6
CON=CCC(=O)c1ccc([N+](=O)[O-])c(CS(=O)(=O)c2ccc(Cl)cc2)c1,-3
O=C(CC1Sc2ccc(C(F)(F)F)cc2NC1=O)Nc1ccc(N2CCOCC2)cc1 (stereo not given),2
O=C(O)c1cccc(NN=Cc2cn(-c3ccccc3)nc2-c2cccs2)c1,1
CC(Oc1ccccc1)C(=O)NCc1cc(-c2ccncc2)n(C)n1 (stereo not given),0
Oc1c(Br)cc(Br)cc1C=Nc1nc2c(s1)CCCC2,2
O=C(c1cnn(-c2ccccc2)n1)N1CCc2oncc2C1,-8
Cc1cc(C)c2nc(C)cc(NC(=O)C(C)C)c2c1,6
Cc1cccc(NC(=O)CSc2nnc(Cn3c(=O)sc4ccccc43)n2C)c1,4
CCCCCCCC(=O)NN1C(=O)/C(=C/c2ccc(OC)cc2)SC1=S,-3
Cc1ccc(-n2cc(C(=O)N3CCC(Cc4ccccc4)CC3)nn2)cc1,-8
O=C(CSc1ccc(F)cc1)NCc1ccccc1-c1ccsc1,-27
